CHRM4 antagonist – CHRM4 antagonism in calcium assay. P08173. 0.73% of 360,000 active. AID 624125. CHO-hM4 cells, ACh EC80, Fluo-8 calcium fluorescence. inhibition, % at 3 µM;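 active = inhibition above its plate's cutoff, the mean inhibition of sample wells plus 3 SD, cut at about 27% in these data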;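 note: 0% = acetylcholine EC80 with DMSO and 100% = DMSO without agonist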
CHRM1 PAM – positive allosteric modulators of human M1 muscarinic receptor; P11229; CHO-K1 hM1, Fluo-8 calcium fluorescence, ACh EC20; 0% = ACh EC20, 100% = maximal ACh; activation, % at 3 µM; 0.088% of 360,000 active; in the data active = activation above about 19%, passing the limit was not always enough
Target sequence (P11229 whole entry, looked up): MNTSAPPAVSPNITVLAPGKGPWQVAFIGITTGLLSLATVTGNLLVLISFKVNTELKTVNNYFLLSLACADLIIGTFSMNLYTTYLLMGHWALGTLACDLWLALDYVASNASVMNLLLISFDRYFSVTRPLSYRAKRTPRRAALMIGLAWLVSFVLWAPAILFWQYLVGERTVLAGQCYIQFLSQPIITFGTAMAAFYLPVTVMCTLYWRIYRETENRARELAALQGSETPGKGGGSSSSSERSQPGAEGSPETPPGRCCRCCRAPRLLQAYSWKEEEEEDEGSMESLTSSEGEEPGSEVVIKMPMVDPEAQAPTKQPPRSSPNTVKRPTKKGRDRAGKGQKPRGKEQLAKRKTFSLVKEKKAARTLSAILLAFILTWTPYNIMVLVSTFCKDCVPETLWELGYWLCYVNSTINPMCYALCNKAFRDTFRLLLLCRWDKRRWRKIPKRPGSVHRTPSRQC
M4 ag – CHRM4 agonism in calcium assay | P08173 | CHO-K1 hM4/Gqi5, Fluo-8 calcium fluorescence; vehicle 0%, full acetylcholine response 100% | activation, % at 3 µM | 0.14% of 360,000 active | AID 624127;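 active = activation above the run mean over all test wells plus 3 SD, cut at about 32% in these data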;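 note: peak over basal fluorescence ratio per well then scaled between controls; 0% = DMSO wells and 100% = acetylcholine at EC100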
CHRM5 antagonist – blocks acetylcholine activation of human M5 receptor; CHO-hM5 cells, Fluo-8 calcium fluorescence, ACh EC80; inhibition, % at 3 µM; 0.59% of 360,000 active; AID 624040; P08912;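 active = inhibition above a per-plate cutoff, the mean of that plate's test compounds plus 3 SD, cut at about 27% in these data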;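 note: 0% = acetylcholine EC80 with DMSO and 100% = DMSO without agonist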
TAAR1 ag – human TAAR1 agonism | Q96RJ0 | CHO RD-HGA16 TAAR1, Fluo-8 calcium fluorescence; vehicle wells 0%, saturating PEA agonist 100% | activation, % at 3 µM | 0.99% of 360,000 active | AID 624467;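 active = activation above the mean activation of all test compounds in the run plus 3 SD, cut at about 38% in these data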
Target sequence (Q96RJ0 whole entry, looked up): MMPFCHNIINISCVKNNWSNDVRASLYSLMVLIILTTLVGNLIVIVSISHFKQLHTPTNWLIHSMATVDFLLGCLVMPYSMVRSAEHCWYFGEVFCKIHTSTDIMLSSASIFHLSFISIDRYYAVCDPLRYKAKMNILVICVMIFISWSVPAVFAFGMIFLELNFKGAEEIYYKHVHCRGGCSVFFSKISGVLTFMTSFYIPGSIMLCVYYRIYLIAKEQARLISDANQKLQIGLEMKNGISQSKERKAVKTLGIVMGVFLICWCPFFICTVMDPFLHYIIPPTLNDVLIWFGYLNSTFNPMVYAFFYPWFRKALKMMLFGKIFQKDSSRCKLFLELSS
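Test system: RD-HGA16 (CHO) cells co-expressing Gα16 and hTAAR1 / Benchmarks: DMSO vehicle as 0%, PEA at EC100 as 100% / Repeats: no replicates (n 1) / Measure: % activation from peak over basal fluorescence ratio, DMSO-to-PEA scaled / Timing: 17-24 h plating, Fluo-8 75 min 37 °C, 30 min RT / Technique: kinetic Fluo-8 calcium fluorescence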
M5 PAM – positive allosteric modulators of human muscarinic M5 receptor. activation, % at 3 µM. P08912. 0.3% of 360,000 active. CHO-K1 hM5, Fluo-8 calcium, ACh EC20 PAM; 0% = ACh EC20, 100% = ACh EC100;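 active = activation above the run cutoff, the mean activation of all test compounds plus 3 SD, cut at about 18% in these data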
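System – CHO-K1 hM5 cells · Compound – 3 µM, single dose · Incubation – compound preincubation 140 s before EC20 acetylcholine addition · Technique – Fluo-8 calcium fluorescence · Measure – Max/basal fluorescence ratio as % of EC20–EC100 ACh window · Benchmarks – low control EC20 acetylcholine (0%), high control EC100 acetylcholine (100%) · Replication – singlicate, one well per test compound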
CHRM1 agonist – agonists of human M1 muscarinic receptor | AID 588814 | activation, % at 3 µM | CHO-K1 hM1, Fluo-8 calcium fluorescence, agonist mode; 0% DMSO, 100% acetylcholine EC100 | 0.33% of 360,000 active | P11229;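 active = activation above the run's mean compound activation plus 3 SD, cut at about 16% in these data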;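 note: peak over basal fluorescence ratio within a 140 s kinetic read after compound addition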
M1 antag – blocks human M1 muscarinic receptor | inhibition, % at 3 µM | CHO-K1 hM1, Fluo-8 calcium fluorescence, ACh EC80 antagonist | P11229 | 1.3% of 360,000 active;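 active = percent inhibition above its own plate's cutoff, namely the mean of that plate's compound wells plus 3 SD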;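 note: peak over basal fluorescence ratio during 140 s after agonist addition; 0% = ACh EC80 plus DMSO and 100% = DMSO alone without agonist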
CHRM5 agonist – CHRM5 agonism in calcium assay. P08912. CHO-K1 hM5 cells, Fluo-8 calcium fluorescence; 0% DMSO wells, 100% maximal acetylcholine response. activation, % at 3 µM. 0.19% of 360,000 active. AID 624037;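 active = activation above the run's mean over test compounds plus 3 SD, cut at about 23% in these data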;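 note: signal is peak over basal fluorescence ratio across the kinetic read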
* = called active by the depositor; . = not tested or not shown. The list is partial (hit frequency here may not be typical).

| canonical_smiles | CHRM4 antagonist | CHRM1 PAM | M4 ag | CHRM5 antagonist | TAAR1 ag | M5 PAM | CHRM1 agonist | M1 antag | CHRM5 agonist |
| --- | --- | --- | --- | --- | --- | --- | --- | --- | --- |
| CCCCC[C@@H](C)N1C[C@@H](COCc2ccccc2)Oc2cc(N3CCC[C@H]3C(N)=O)ccc2S1(=O)=O | 3 | . | 1 | -4 | 3 | 4 | . | . | -1 |
| O=C(NCc1ccccc1)C(c1ccco1)N(C(=O)c1cnccn1)c1ccc(F)cc1 (stereo not drawn) | -24 | 3 | 9 | -5 | 9 | -4 | -2 | -8 | -1 |
| COc1ccc(Nc2nnc(SCc3cc([N+](=O)[O-])cc4c3OCOC4)s2)cc1 | 4 | 3 | 0 | -4 | -1 | 3 | -6 | -9 | -3 |
| Cc1cccc(C)c1N1C(=O)c2ccccc2NC(=O)C1C(=O)NCc1ccco1 (stereo not drawn) | -4 | . | 4 | 8 | 4 | -2 | . | . | 0 |
| Cc1cc2cc(CNC(=O)Cc3cccs3)ccc2n1C | -2 | -5 | 2 | 3 | . | -6 | -5 | 4 | 1 |
| OC[C@H]1O[C@@H](n2cnc3c(Nc4ccccc4)ncnc32)[C@H](O)[C@@H]1O | -6 | 6 | 1 | -1 | 0 | -7 | -2 | -40 | 0 |
| COC(=O)c1ccc(COc2ccc(Cl)cc2)o1 | 1 | -1 | -1 | 12 | 1 | -6 | -6 | 7 | -6 |
| CCCCNC(=O)NS(=O)(=O)c1ccc(C(=O)OC(C)C)o1 | 9 | -1 | 0 | -1 | -2 | -2 | -3 | 7 | 1 |
| CCOC(=O)C1CCCN(C(=O)c2sc3nc4n(c(=O)c3c2C)CCC4)C1 (stereo not drawn) | 0 | 19 | 1 | -6 | 9 | 6 | 7 | -12 | 4 |
| CCC(C(=O)OCC(=O)c1ccc2c(c1)NC(=O)CO2)c1ccccc1 (stereo not drawn) | -10 | -4 | 16 | 21 | 6 | -14 | -4 | 9 | 0 |
| Cn1c(NC(=O)c2ccc(C(C)(C)C)cc2)cc(=O)n(C)c1=O | 9 | 5 | 2 | 1 | 5 | -2 | 0 | -9 | 4 |
| Cc1cc(C(=O)N(C)CC(=O)Nc2cccc(F)c2)no1 | -3 | 3 | 1 | 1 | 0 | -6 | 2 | 0 | 3 |
| COc1ccc(N(C)C(=O)CN(C)S(=O)(=O)c2ccc3c(c2)c(=O)n(C)c(=O)n3C)c(OC)c1 | -14 | 11 | 2 | 15 | -1 | -5 | -3 | -12 | -5 |
| Nn1c(=S)[nH]c2sc3c(c2c1=O)CCCC3 | -11 | 0 | -1 | 3 | -3 | 0 | -6 | 1 | -1 |
| COc1cc(/C=N/NC(=O)c2sc3nc(C)cc(C)c3c2N)ccc1O | 7 | -5 | 2 | 14 | 8 | -5 | -3 | 8 | -4 |
| O=C(Nc1nnc([C@@H]2C[C@H](O)[C@@H](CO)O2)s1)Nc1cccc2ccccc12 | -16 | 9 | 1 | -4 | 3 | 3 | -1 | -15 | 0 |
| CC(=O)Nc1cc2c(cc1Cl)-c1ccccc1C2O (stereo not drawn) | -14 | 5 | 1 | 12 | 2 | -4 | 2 | -12 | 3 |
| COC(=O)[C@@]1(Cc2ccc(OC)cc2)[C@H]2c3cc(C(=O)N(C)C)n(CCSCCO)c3C[C@H]2CN1C(=O)c1ccccc1 | -5 | 17 | 1 | 0 | . | 8 | 2 | -6 | 3 |
| CC(Oc1ccc(Br)cc1)C(=O)Nc1ccncc1 (stereo not drawn) | 4 | -15 | 10 | 1 | 21 | -19 | 4 | 15 | 11 |
| O=C(OCc1cc2ccccc2[nH]c1=O)c1cccnc1 | 0 | -8 | 1 | 4 | 18 | 2 | -1 | 2 | -1 |
| O=C(Nc1cccc(NC(=O)c2ccco2)c1)c1cccc(Br)c1 | 5 | 2 | 15 | 8 | 37 | -6 | -2 | -6 | 2 |
| CS(=O)c1ccccc1-c1nc(-c2cccc(Cl)c2)no1 (stereo not drawn) | -16 | -5 | 10 | 9 | 1 | 8 | -7 | 1 | -5 |
| c1ccc(-c2cc3c(N4CCCC4)ncnc3s2)cc1 | -5 | 14 | 1 | -9 | 1 | 12 | -3 | -13 | 0 |
| COc1cc(CCC(=O)NNC(=O)c2ccc(C)cc2)cc(OC)c1OC | 4 | 12 | 0 | -3 | 0 | 5 | -2 | -12 | 5 |
| Cc1ccc(CCNC(=O)C2CC(=O)N(CCc3ccccc3)C2)cc1 (stereo not drawn) | 8 | 3 | 1 | 10 | 4 | -2 | -3 | 0 | -1 |
| COc1ccc(CNC(=O)c2sc(=O)n(Cc3cc(C(C)=O)ccc3OC)c2C)cc1 | -15 | 1 | 9 | -5 | 6 | -8 | -6 | -7 | 1 |
| Cn1c(=O)oc2cc(S(=O)(=O)NC3CCCc4ccccc43)ccc21 (stereo not drawn) | -5 | -2 | 2 | 2 | 3 | -4 | 1 | -8 | 3 |
| Cc1nc(C(=O)NC2CC2)sc1C1(C)CC(c2cccc([N+](=O)[O-])c2)=NO1 (stereo not drawn) | -10 | 2 | 1 | 6 | 17 | 0 | -4 | 2 | 2 |
| O=C(CCCOc1ccccc1)Nc1ccncc1 | -6 | 3 | 6 | 1 | -1 | -8 | 3 | 0 | 6 |
| Fc1ccc(-n2cc(-c3ccccc3)c3c(N4CCOCC4)ncnc32)cc1 | 11 | -10 | 13 | 18 | 8 | -6 | -2 | 33* | 2 |
| COc1ccc(NC(=O)Cn2nnc(-c3ccccc3NC(=O)C3CC3)n2)cc1 | 4 | 9 | 1 | -2 | 4 | 1 | -3 | 1 | 5 |
| CCCC(=O)OCC(=O)Nc1ccc(N=Nc2ccccc2)cc1 | 8 | 2 | 5 | 4 | 0 | -6 | 3 | -7 | 5 |
| Cc1c(NS(=O)(=O)c2ccc(N3CCN(C)CC3)c([N+](=O)[O-])c2)c(=O)n(-c2ccccc2)n1C | -2 | -4 | 0 | -2 | 1 | 1 | -14 | 9 | -6 |
| C#CCN(C[C@H]1[C@H](OC(=O)NCc2ccc(OC)c(OC)c2)[C@H](OC(=O)NCc2ccc(OC)c(OC)c2)C[C@@H](C(=O)OC)[C@H]1C(=O)OC)S(=O)(=O)c1ccc(C)cc1 | -8 | -7 | 14 | 13 | 11 | -11 | -1 | 3 | 3 |
| COC(=O)Cc1cc(=O)[nH]c(/N=C(\N)Nc2ccccc2)n1 | -1 | 1 | 0 | -6 | 31 | -4 | 0 | 0 | 1 |
| COCCN(CC(=O)NC1CCCCC1)C(=O)c1csnn1 | 1 | 9 | 2 | -4 | 1 | -1 | -5 | -8 | 1 |
| CCN(C(=O)CCS(=O)(=O)c1cccc2nsnc12)c1cccc(C)c1 | -5 | 9 | 1 | 9 | 0 | -2 | -6 | -6 | -4 |
| CCOc1ccc2nc(N3CCCC(C(=O)NCCCN4CCOCC4)C3)sc2c1 (stereo not drawn) | -10 | 8 | 3 | 0 | 0 | 0 | -4 | -7 | -1 |
| Cc1snc(SCC(=O)N/N=C(\N)COc2ccc(F)cc2)c1C#N | 5 | 13 | 1 | -3 | 0 | -2 | -3 | -5 | -1 |
| COc1ccc(S(=O)(=O)NN(C)c2nc(C(F)(F)F)nc3ccccc23)cc1 | -6 | -7 | 3 | 3 | 14 | -4 | -7 | 3 | 1 |
| CC1(C(=O)O)CCN1C(=O)c1cccc(OC(F)(F)F)c1 (stereo not drawn) | -8 | 11 | 2 | -1 | 1 | 0 | -3 | -25 | -1 |
| Oc1ccccc1/C=N/NC(=S)NCCc1ccccc1 | 3 | -7 | 2 | 11 | 18 | -3 | -5 | 10 | -4 |
| CCOc1ccccc1Nc1nc(N)nc(CN(C)C2CCCCC2)n1 | -2 | -3 | 0 | 1 | 5 | -8 | -6 | 3 | -14 |
| COc1cc(OC)cc(C(=O)NNC(=O)C(=O)Nc2cc(OC)c(Cl)cc2OC)c1 | 16 | -1 | 13 | -2 | 7 | -5 | 4 | 18 | 5 |
| Cc1ccc(-n2c(C(C)C)nc3oc4ccccc4c(=O)c3c2=O)cc1 | -1 | 4 | 3 | 1 | 5 | 5 | -1 | -11 | -1 |
| CN1CC(c2ccccn2)C2(SC(=S)N(Cc3ccccc3)C2=O)C12C(=O)Nc1ccccc12 (stereo not drawn) | -1 | 1 | 1 | 2 | 2 | -12 | -3 | -2 | -2 |
| COc1ccc(OCC(=O)Nc2ccccc2C(=O)NC(C)C)cc1 | 11 | 9 | 3 | 20 | 2 | -11 | -8 | -8 | -4 |
| CCCn1c(SCC(=O)Nc2nc(-c3ccc(OC)cc3)cs2)nc2c1c(=O)n(C)c(=O)n2C | -4 | 3 | 1 | -2 | 1 | -1 | -4 | -2 | 0 |
| COc1ccc2oc(C(=O)N3CCN(C(=O)c4ccco4)CC3)c(C)c2c1 | 0 | -2 | 5 | 2 | 2 | 3 | -8 | 11 | 3 |
| CCn1c(=O)c2sccc2n2c(CCCC(=O)N3CCN(c4ccccn4)CC3)nnc12 | -4 | 12 | 3 | 0 | -1 | 9 | -5 | -8 | -6 |
| CC1(C)CN(O)CCN1O | -4 | 5 | 3 | 6 | 6 | -4 | 1 | -4 | 0 |
| COc1ccc(-c2csc3ncnc(N4CCN(c5cccc(OC)c5)CC4)c23)cc1 | -4 | 2 | 1 | 8 | -1 | -4 | -4 | 1 | -3 |
| COCCCN(C(=S)NC(=O)c1ccc(Br)cc1)c1c(N)n(Cc2ccccc2)c(=O)[nH]c1=O | 2 | -4 | 1 | 2 | 0 | 8 | -4 | 12 | -6 |
| CC1(C)C=Cc2cc(-c3coc4cc(O)cc(O)c4c3=O)cc(O)c2O1 | -13 | -2 | 2 | 3 | 0 | -2 | 0 | 1 | 4 |
| CS(=O)(=O)c1cc(C(=O)O)cc(NCc2ccccc2)c1Oc1ccccc1 | 3 | 6 | 0 | 0 | 0 | 0 | -1 | -12 | 1 |
| Cc1nc2ccccc2n1C(=O)c1ccc(Cl)cc1[N+](=O)[O-] | 14 | 3 | 1 | 2 | 9 | 0 | -7 | -7 | 0 |

Carrying on:
| canonical_smiles | CHRM4 antagonist | CHRM1 PAM | M4 ag | CHRM5 antagonist | TAAR1 ag | M5 PAM | CHRM1 agonist | M1 antag | CHRM5 agonist |
| --- | --- | --- | --- | --- | --- | --- | --- | --- | --- |
| O=C1CCC([N+](=O)[O-])C(c2ccc(C(F)(F)F)cc2)N1 (stereo not drawn) | 2 | 4 | 0 | -3 | 1 | 8 | -1 | -14 | 0 |
| COc1ccc(OCc2cc(C(=O)N(C)Cc3nccn3C)no2)c2ccccc12 | -1 | 2 | 6 | 20 | 4 | -6 | -5 | 8 | -9 |
| COc1ccc(-c2cc(=O)c3c(O)c(OC)c(O)cc3o2)cc1 | -8 | 8 | 7 | 12 | 6 | -11 | 1 | -13 | 1 |
| COc1cc(C(=O)NC(c2ccccc2)c2ccccc2)cc(OC)c1C | -24 | 3 | -1 | 16 | . | -5 | -3 | 1 | -3 |

Part of the list above, reduced to M4 ag, CHRM1 PAM and M5 PAM.
SMILES | M4 ag | CHRM1 PAM | M5 PAM
COc1ccc(-c2cc(=O)c3c(O)c(OC)c(O)cc3o2)cc1 | 7 | 8 | -11
COc1cc(C(=O)NC(c2ccccc2)c2ccccc2)cc(OC)c1C | -1 | 3 | -5

Screens: PubChem BioAssay, The Scripps Research Institute Molecular Screening Center
